# E coli WT inh: blocks growth of wild type E. coli BW25113; E. coli BW25113 growth inhibition, OD600; inhibition, % at 10 µM; 20,000 tested, 0.05% active; AID 552; in the data active means inhibition above about 40%;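 further: bacteria exposed to compound for 20 hours at 37 °C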
#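 System: bacterial strain in a whole-cell growth screen; medium: LB broth with 50 µg/mL kanamycin; detection: absorbance at 615 nm; schedule: 20 h exposure, 37 °C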
# An asterisk follows results filed as active.
Structure | E coli WT inh
O=C1CCCN1c1ccc(S(=O)(=O)N2CCC(c3ccccc3)CC2)cc1 | 0
CCCCOc1ccc(S(=O)(=O)n2c(C)nc3ccccc32)cc1 | 7
CC1CNCCN1S(=O)(=O)c1cccc2cnccc12 (stereo not drawn) | 2
CC(=O)Nc1cc(N2C(=O)CCC2=O)ccc1Cl | -1
CCC(=O)c1ccc(OC(=O)c2ccc(Br)o2)cc1 | -2
Cc1c(O)c(CN2CCCC(C)C2)cc2c3c(c(=O)oc12)CCC3 (stereo not drawn) | 5
CCOC(=O)c1sc2nc(NC(=O)COc3ccccc3)sc2c1C | 6
CC(=O)c1cc(-c2ccccc2)[nH]c1N1CCCC1 | -20
Cc1c(C(=O)NC2CCCCC2)oc2c1C(=O)CC(C)(C)C2 | -17
CCOc1ccc(S(=O)(=O)N(CC(=O)O)c2ccc(C)cc2)cc1 | -19
Cn1c(SCC(=O)NC2CCCCCC2)nnc1-c1cccs1 | -14
CC1CCc2cc(F)cc3c(O)c(C(=O)NCC4CCCO4)c(=O)n1c23 (stereo not drawn) | 7
O=C(Nc1cccnc1)Nc1ccc(Br)cc1Cl | -1
CCOc1ccc(C2CC(c3cccc(OC)c3)Nc3nc(N)nn32)cc1 (stereo not drawn) | 8
CCn1c(=O)n(CC(=O)Nc2cc(OC)ccc2OC)c(=O)c2ccccc21 | -3

# Structural class: those above containing bromine
Structure | E coli WT inh
CCC(=O)c1ccc(OC(=O)c2ccc(Br)o2)cc1 | -2
O=C(Nc1cccnc1)Nc1ccc(Br)cc1Cl | -1

# Following part
Structure | E coli WT inh
Cc1ccc(SCCC(=O)NCc2ccco2)cc1 | -19
Cc1cc(NCC2CCCO2)n2c(nc3ccccc32)c1C#N (stereo not drawn) | -3
CCc1ccccc1OCCCCN1CCCC1 | -3
CC12CCC(C(=O)NC3CCCC3)(CC1=O)C2(C)C (stereo not drawn) | -12
Cc1cc(C)n(-c2ccc(C(=O)Nc3ccc4c(c3)OCCO4)cc2)n1 | 6
O=C(c1ccco1)N1CCN(Cc2cccc(F)c2)CC1 | -20
COc1ccc2[nH]c(=O)c(CNC3CCCCC3)cc2c1 | -2
Cc1ccc(/C(O)=C2/C(=O)C(=O)N(CCN3CCOCC3)C2c2ccccn2)cc1 (stereo not drawn) | 2
Nn1c(CN2CCCCC2)nc2ccccc2c1=O | 2
O=C(NCCO)c1cc2ccccc2cc1O | 7
[N-]=[N+]=CC(=O)CC(c1ccccc1)N1C(=O)c2ccccc2C1=O (stereo not drawn) | -3
CCOC(=O)c1nnc2ccnn2c1N | 2
N#Cc1c(NC(=O)CSc2ncn[nH]2)sc2c1CCCCC2 | -19
CCc1ccccc1NC(=O)CSc1ncn[nH]1 | 3
CCC1Oc2ccc(C)cc2N(CC(=O)N(Cc2cccnc2)Cc2ccc(C)o2)C1=O (stereo not drawn) | -6

# Reprinted at random: four compounds from above
Structure | E coli WT inh
O=C(c1ccco1)N1CCN(Cc2cccc(F)c2)CC1 | -20
Nn1c(CN2CCCCC2)nc2ccccc2c1=O | 2
COc1ccc2[nH]c(=O)c(CNC3CCCCC3)cc2c1 | -2
N#Cc1c(NC(=O)CSc2ncn[nH]2)sc2c1CCCCC2 | -19

# Further results follow.
Structure | E coli WT inh
COc1ccc(C(=O)NCC(=O)O)cc1 | -15
CN1CCC(=C2c3ccccc3C=Cc3ccccc32)CC1 | -1
CCOC(=O)Nc1ccc2c(CN3C(=O)NC4(CCCC4)C3=O)cc(=O)oc2c1 | -3
O=c1cc(O)nc(SC23CC4CC(CC(C4)C2)C3)[nH]1 | -20
O=C(Nc1ccccc1N1CCN(c2ccc(F)cc2)CC1)c1ccccc1 | -4
CCCOc1ccc(S(=O)(=O)NCCN2CCOCC2)c2ccccc12 | -6
O=C(Nc1ccccc1Cl)c1c(F)c(F)c(F)c(F)c1F | -2
Cc1cc(C)c(NC(=O)Cn2cc3c(n2)CCCC3)c(C)c1 | 2
Cc1cc(C(F)(F)F)nc(SCC(=O)NC2CC3CCC2C3)n1 (stereo not drawn) | -20
CN1C(=O)CC(N2CCC(C(N)=O)(N3CCCCC3)CC2)C1=O (stereo not drawn) | -4
COc1ccc(NC(=O)c2cc(C(C)C)on2)c(OC)c1 | 9
CCc1[nH]nc2c1C1(C(=O)N(Cc3ccccc3)c3ccccc31)C(C#N)=C(N)O2 (stereo not drawn) | -19
CC(C)C(NC(=O)c1cccs1)c1nnc(SCC(=O)Nc2nccs2)n1C (stereo not drawn) | -19
CCOC(=O)CSc1nnc(CSc2nc3ccccc3c(=O)[nH]2)n1-c1ccccc1 | -17
CC(C)(S)[C@@H](N)C(=O)O | -3
O=c1cc(CSc2nnnn2-c2ccccc2)nc2nc[nH]n12 | -16
CCN1CCN(C(=O)C(C)N(c2ccc(C)cc2)S(C)(=O)=O)CC1 (stereo not drawn) | -1
CC(=O)NCCCc1c[nH]c2ccc(Cl)cc12 | -17
Cc1ccc(C(=O)Nc2ccc(Cl)cn2)cc1S(=O)(=O)N1CCOCC1 | 1
Cc1nc(-c2coc3cc(OCC(=O)O)ccc3c2=O)cs1 | -3
O=C(NCc1ccco1)c1cccnc1-c1nc2ccccc2s1 | -26
Cc1cc(C(=O)CN2C(=O)c3ccccc3C2=O)c(C)n1Cc1cccs1 | 0
CC1CCN(CC(O)COC2CCC(C(C)(C)C)CC2)CC1 (stereo not drawn) | 8
O=C(NCC1CCCO1)c1ccc(NC(=O)C2CCCCC2C(=O)O)cc1 (stereo not drawn) | -23
Cc1[nH]c(C(=O)N2CCCCC2)c(C)c1C(=O)NC1CCCCC1 | 5
N#Cc1c(NC(NC(=O)c2ccco2)C(=O)c2ccccc2)sc2c1CCCC2 (stereo not drawn) | 4
N=c1c(S(=O)(=O)c2ccccc2)cc2c(=O)n3ccccc3nc2n1CCN1CCOCC1 | -20
O=C(CCn1c(=O)sc2ccccc21)NC1=NCCS1 | 8
CS(=O)(=O)N(CCc1ccccc1)CC(=O)NCc1ccco1 | -4
Cc1cc(O)c(C(C)C)cc1N=C1CSC(=O)N1 | 0

# A few values from the entries so far.
# Reading of `O=C(NCc1ccco1)c1cccnc1-c1nc2ccccc2s1` in E coli WT inh: -26
# Reading of `N=c1c(S(=O)(=O)c2ccccc2)cc2c(=O)n3ccccc3nc2n1CCN1CCOCC1` in E coli WT inh: -20
# Reading of `CS(=O)(=O)N(CCc1ccccc1)CC(=O)NCc1ccco1` in E coli WT inh: -4
# Reading of `CC1CCN(CC(O)COC2CCC(C(C)(C)C)CC2)CC1` (stereo not drawn) in E coli WT inh: 8
# Reading of `O=c1cc(CSc2nnnn2-c2ccccc2)nc2nc[nH]n12` in E coli WT inh: -16

# More structures follow:
Structure | E coli WT inh
CCc1nnc(NC(=O)COC(=O)CN2C(=O)c3ccccc3C2=O)s1 | -4
O=C(NCCc1ccccn1)c1ccc(COc2ccccc2)o1 | 15
CCc1c(C)c2ccc(OCC(=O)N(C)C)c(C)c2oc1=O | -24
COCCn1nnnc1C(c1ccc(OC)cc1)N1CCN(c2ccccc2F)CC1 (stereo not drawn) | 6
COc1ccc(CCNC(=O)c2nc3ncccn3n2)cc1OC | -5
CCCCCC(=O)N1CC2(C)CN(C(=O)CCCCC)CC(C)(C1)C2=O | 7
CCOC(=O)CSc1nnc(-c2ccc(NS(=O)(=O)c3ccc(C)cc3)cc2)o1 | -3
CC1CN(C(=O)C2CCCCC2)C(C)CN1C(=O)C1CCCCC1 (stereo not drawn) | -22
COC(=O)CCSCc1cn2cc(Cl)ccc2n1 | 7
COc1ccc(C(=O)Nc2cccc(-c3nc4ncccc4o3)c2C)cc1OC | 4
Cc1cccc(C(=O)NCCN2CCN(c3ccccc3)CC2)c1 | -19
O=C(C1CCN(S(=O)(=O)c2cccnc2)CC1)N1CCN(c2ccc(Cl)cc2)CC1 | -2
COCCNC(=O)CN1CCC(NC(=O)Nc2ccc(C(F)(F)F)cc2)CC1 | -4
COC(=O)CS(=O)(=O)c1nnc([C@H](Cc2ccccc2)NC(=O)OC(C)(C)C)o1 | -5
COc1ccc2c(c1)OCC1=C2CCC2(C)C(=O)CC=C12 (stereo not drawn) | -14
CN1CC=C2C(C#N)=C(N)C(C#N)(C#N)C(Cc3ccccc3)C2C1 (stereo not drawn) | 2
CNC(=O)c1nnn(Cc2ccccc2)c1NC(C)=O | 10
CCOC(=O)C1=C(N)c2ccccc2CC1C(C)C (stereo not drawn) | 1
O=C(CSc1ncnc2ccccc12)NCCCO | 7
COc1ccc(/C(O)=C2/C(=O)C(=O)N(CCCN(C)C)C2c2ccco2)cc1Cl (stereo not drawn) | -2
C=CCn1c(=O)c2c(C)c(C)sc2n2c(Nc3ccc(OC)cc3)nnc12 | -2
Clc1ccccc1OCCCCn1ccnc1 | 2
CS(=O)(=O)N(CC(=O)Nc1ccc2c(c1)OCCO2)Cc1ccc(Cl)cc1 | -15
Cc1cc(-n2nnc3ccccc32)nc2ccccc12 | 0
Nn1c(Cc2ccccc2F)nnc1SCC(=O)N1CC(=O)Nc2ccccc21 | 4
CCOc1cccc(C(=O)Nc2nc(-c3ccc(S(=O)(=O)N4CCOCC4)cc3)cs2)c1 | -3
Cc1c(-c2ccccc2)[n+](=O)c(-c2ccco2)c(C)n1[O-] | -1
O=C1c2ccccc2C(=O)N1C/C=C/c1ccccc1 | -5
O=c1cc(CSc2nnnn2-c2ccccc2)nc2scc(-c3ccccc3)n12 | -2
COc1ccc(N2CCN(CCCNC(=O)C3(S(=O)(=O)c4ccc(Cl)cc4)CC3)CC2)cc1 | 8
COc1ccc(OC)c(C2C(C(=O)c3cccs3)=C(O)C(=O)N2c2cc(C)on2)c1 (stereo not drawn) | 8
CS(=O)(=O)NCc1ccc(C(=O)NC2CCCCC2)cc1 | 5
CC(=O)Nc1ccc(S(=O)(=O)Nc2ccc(NC(=O)c3ccco3)cc2)cc1 | -23
CC(CC(=O)NCc1ccccc1)C1CCCO1 (stereo not drawn) | 2
Fc1ccc(NCc2nnc(SCc3nnc(-c4ccccc4)o3)n2Cc2ccccc2)cc1 | -21
O=C(Cn1c(C(F)(F)F)nc2ccccc21)NCCN1CCCC1 | -19
Cc1cccc(OCC(=O)Nc2cccc(O)c2)c1 | -11
Cc1c(NC(=O)CC(O)(C(F)(F)F)C(F)(F)F)c(=O)n(-c2ccccc2)n1C | -23
CC(=O)Nc1ccc(S(=O)(=O)Nc2cccc(N(C)S(C)(=O)=O)c2)cc1 | -13
O=C(O)c1ccc(COc2ccc(CO)cc2Cl)cc1 | -1
CCC(=O)Nc1ccc(-c2nn3c(C)nnc3s2)cc1 | 5
COc1ccc(OC)c(NS(=O)(=O)Cc2ccccc2)c1 | 7
CC(C(=O)OCn1nnc2ccccc2c1=O)N1C(=O)c2ccccc2C1=O (stereo not drawn) | 4
CCCC(=O)Nc1cc(C)c2c(=O)oc3ccccc3c2n1 | 11
CCC(Sc1ccc(C(=O)O)cc1)C(=O)O (stereo not drawn) | 1
CCC(CC)C(=O)NCCc1ccc(S(N)(=O)=O)cc1 | -2
Cc1ccccc1-c1nnc(SCc2ccc(F)cc2)o1 | 0
c1ccc(CCc2nc(-c3cccnc3)no2)cc1 | 0
CCCCSc1nc(CCC)cc(=O)[nH]1 | 11
Cc1ccc(-c2oc3ncnc(N)c3c2-c2ccc(C)cc2)cc1 | -24
CCC(C)OC(=O)n1ccc(C(=O)Nc2nccs2)n1 (stereo not drawn) | 6
COc1ccc(OC)c(S(=O)(=O)N(C)CC(=O)Nc2ccc3c(c2)OCO3)c1 | -18
CCCCCCn1c(SCCCC)nc2c1c(=O)[nH]c(=O)n2C | -7
CCOC(=O)c1sc(NC(=O)CSc2ncccn2)c(C#N)c1C | -17
CCc1cc(C(=O)OC)c(NC(=O)CC2NCCNC2=O)s1 (stereo not drawn) | -6
Cc1ccnc(NC(=O)CCC2CCCCC2)c1 | -12
COc1ccc(-c2nc(SC)n(C(=O)c3ccco3)n2)cc1 | 9
CS(=O)(=O)N(CC(=O)N1CCCCCC1)c1ccc2c(c1)OCCO2 | -8
COc1ccc(C(=O)NCCC(C)C)cc1S(=O)(=O)N1CCOCC1 | -2
Cc1cc(S(=O)(=O)Nc2ccccc2C(=O)O)ccc1Cl | -21

# Overlap with the part before: two compounds, followed by the next part.
Structure | E coli WT inh
COc1ccc(C(=O)NCCC(C)C)cc1S(=O)(=O)N1CCOCC1 | -2
Cc1cc(S(=O)(=O)Nc2ccccc2C(=O)O)ccc1Cl | -21
Cc1ccc(C)c2[nH]c(=O)c(CN(CCN3CCCC3)C(=O)Nc3cccc(Cl)c3)cc12 | -1
C=CCn1c(Cc2csc(N)n2)nnc1SCC(=O)Nc1ccc(C(=O)OCC)cc1 | -6
Cc1ccc(-n2nnnc2SCC(=O)Nc2c(C)n(C)n(-c3ccccc3)c2=O)cc1 | 5
CCn1c2ccccc2c2cc(C3C(C#N)=C(N)Oc4n[nH]c(COC)c43)ccc21 (stereo not drawn) | -12
CCCn1c(O)c(CN2CCCC(C)C2)c(C)c(C#N)c1=O (stereo not drawn) | -3
CC1(C)CC(=O)C2=C(C1)Nc1ccccc1N=C2 | -1
Fc1cccc(-n2c(-c3ccco3)nc3nc4ccccc4nc32)c1 | -21
CCC(=O)Nc1ccc(S(=O)(=O)Nc2cccc(C)c2)cc1OC | 1
Cc1cc(C)n(Cc2cc(C)c(Cn3nc(C)cc3C)cc2C)n1 | -1
COC(=O)Cc1cc(=O)[nH]c(/N=C(/NC(=O)c2ccccc2)Nc2ccccc2C)n1 | -20
CCOc1ccc(CN2C(=O)c3ccccc3C2C(=O)NCc2cccnc2)cc1 (stereo not drawn) | -2
CCCc1c(C)c2ccccc2[nH]c1=O | 10
Cc1ccc(C(C)NC(=O)c2c(C)noc2C)cc1C (stereo not drawn) | -18
COc1ccc(C(=O)Nn2c(C)ccc2C)cc1OC | -15
O=C(c1cc2cc(Cl)ccc2oc1=O)N1CCCC1 | 2
Cc1cc(C(=O)OCC(=O)N2c3ccccc3CC2C)c(C)o1 (stereo not drawn) | 1
CCOc1ccccc1NC(=O)CN(Cc1ccccc1)S(C)(=O)=O | 6

# Screening data (PubChem BioAssay)

# A portion of the library; rates above refer to the full screens.
